APEX1 inh: blocks human APE1 abasic DNA cleavage. 350,000 compounds, 0.35% hits. recombinant APE1, TAMRA/BHQ-2 abasic DNA cleavage fluorescence. Potency, µM (top dose mostly 65.8 µM), inactives show top-dose activity change, negative = inhibition, most hits filed as inhibitors;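 further: potency means the concentration at half of the fitted maximal effect; plate controls were vehicle for no effect and reference inhibitor for full effect; nearly all actives have a fitted effect of over 55% in size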
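Measures dequenching upon AP-site incision of a 5'-TAMRA/3'-BHQ-2 THF-containing duplex, 50 nM; human APE1 0.75 nM after 15 min room-temperature exposure to compound; kinetic three-point read at one-minute spacing.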
RXFP1 antagonist: RXFP1 (human) relaxin receptor antagonism; Q9HBX9; HEK293-RXFP1, relaxin-stimulated cAMP HTRF, 30 min; hits give low values; activity change, negative = inhibition, % at 57.5 µM; 350,000 compounds, 0.59% hits; AID 1259400;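 active means activity change of -60% or lower, but not beyond a set lower limit; inconclusive means change between -60% and -40%, or beyond the set limit; inactive means change above -40%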; further: on the % scale 0 is the no-effect control and ±100 the full control effect
POLB inh: blocks human DNA polymerase beta activity; P06746; Pol beta primer extension/strand displacement, fluorescence kinetic; Potency, µM (doses to about 114 µM), for the others: at the top dose activity change, negative = inhibition, actives largely listed as inhibitors; 340,000 compounds, 1.3% hits; further: potency means the concentration at half of the fitted maximal effect; on the % scale 0 is the no-effect control and ±100 the full control effect
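Pol beta (10 nM) was preincubated with compound for 15 min at room temperature. The reaction was then started with 50 nM substrate and read immediately and after a further 10 min at room temperature.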
BLM helicase inh: Bloom syndrome helicase (human) inhibition; P54132; recombinant BLM DNA unwinding, fluorescence dequenching; Potency, µM (series often up to 56.1 µM), without a hit: top-dose activity change, negative = inhibition, most hits filed as inhibitors; 350,000 compounds, 0.2% hits; AID 2528;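 further: potency means the concentration at half of the fitted maximal effect; plate controls were vehicle for no effect and no enzyme for full effect; nearly all actives have a fitted effect of over 35% in size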
PGK inhibitor: T. brucei PGK inhibition; PGK/GAPDH coupled, Kinase-Glo luminescence, 60 min; Potency, µM (series often up to 57.5 µM), without a hit: top-dose activity change, negative = inhibition, usual class: inhibitors; 380,000 compounds, 0.043% hits; AID 602233; further: potency means the concentration at half of the fitted maximal effect; on the % scale 0 is the no-effect control and ±100 the full control effect; nearly all actives have a fitted effect of over 60% in size
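Luminescent ATP detection (Kinase-Glo Plus) follows a 60-minute room-temperature incubation, with wells lacking PGK as controls. Buffer: 100 mM TEA (pH 7.6), 5 mM MgCl2, 0.01% Tween-20. Coupling enzyme GAPDH (100 nM final) supplies unstable 1,3-BPG in-well.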
Pol kappa inh: inhibitors of human DNA polymerase kappa. Q9UBT6. AID 588579. purified Pol kappa, fluorescent DNA synthesis assay, 10 min. 400,000 compounds, 0.53% hits. Potency, µM (titrated, usually from 107 µM), inactives show top-dose activity, negative = inhibition, hits mostly inhibitors; further: potency means the concentration at half of the fitted maximal effect; on the % scale 0 is the no-effect control and ±100 the full control effect
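Fluorescent qHTS in 1536-well format: enzyme (10 nM) and compound sat 15 min at room temperature before 50 nM substrate (final) was added. Signal taken at 0 and 10 min; no-enzyme buffer wells were negative controls.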
Pol iota inh: blocks human DNA polymerase iota activity; Q9UNA4; Pol iota fluorescent replication assay, 10 min; Potency, µM (doses to about 115 µM), for inactives: at the top dose activity, negative = inhibition, usual class: inhibitors; 390,000 compounds, 1% hits; AID 588590; further: potency means the concentration at half of the fitted maximal effect
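Pol iota at 10 nM preincubated 15 min with compounds at room temperature; reaction started with fluorescent substrate, 50 nM final. Fluorescence read kinetically at 0 and 10 min; buffer-only wells as negative control.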
POLH inh: DNA polymerase eta (human) inhibition. Q9Y253. recombinant Pol eta, fluorescent DNA replication assay. Potency, µM (top dose mostly 114 µM), for the others: top-dose activity change, negative = inhibition, actives largely listed as inhibitors. 390,000 compounds, 1.2% hits. AID 588591; further: potency means the concentration at half of the fitted maximal effect; on the % scale 0 is the no-effect control and ±100 the full control effect
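Fluorescent replication assay: 50 nM final substrate added after a 15 min room-temperature compound preincubation with 10 nM enzyme. Signal taken at 0 min and again at 10 min.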
Anesthetic bind: candidate novel general anesthetic via apoferritin binding; P02791; apoferritin/1-aminoanthracene competitive binding, fluorescence; Potency, µM (doses to about 77.5 µM), without a hit: at the highest dose activity change, negative = displacement, most hits filed as inhibitors; 350,000 compounds, 0.074% hits; further: potency means the concentration at half of the fitted maximal effect; on the % scale 0 is the no-effect control and ±100 the full control effect; nearly all actives have a fitted effect of over 20% in size
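Concentration-response curves derived by four-parameter Hill fitting of normalized fluorescence, where compounds displaced 1-AMA from 10 uM horse apoferritin following a brief 10 min room-temperature incubation; propofol titration acted as positive control.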
An asterisk follows results filed as active; i = inactive; ? = inconclusive; . = not tested or not shown; [ ] = remark or other dose. Unless noted, the call rests on the fitted dose curve; in most records, active means well fitted curve in the direction sought with a large enough effect; inconclusive means small, poorly fitted or top-dose-only effect, or another doubt; inactive means no such curve, though single readings can be large; an effect the other way counts as inactive or inconclusive.

Field names: A = APEX1 inh; B = RXFP1 antagonist; C = POLB inh; D = BLM helicase inh; E = PGK inhibitor; F = Pol kappa inh; G = Pol iota inh; H = POLH inh; I = Anesthetic bind
> Cc1cc(C)nc(SCc2nnc(SCC(=O)OC3CCCCC3)o2)n1
  A: -7%	B: 0	C: -4%	D: -2%	E: -6%	F: -1%	G: 8%	H: -19%	I: ?
> Cc1noc(C)c1COC(=O)c1cc(S(=O)(=O)N2CCOCC2)ccc1Cl
  A: 22%	B: -1	C: .	D: .	E: 0%	F: -20%	G: 101%[activator]	H: -3%	I: .
> COc1ccc(/C=N/NC(=O)c2ccccc2)cc1CN1CCN(c2ccc(F)cc2)CC1
  A: 0%	B: .	C: 19%	D: -2%	E: 1%	F: -11%	G: 24%	H: -6%	I: -17%
> Cc1oc(-c2ccccc2F)nc1CS(=O)CC(=O)NC1CCCCC1 (stereo not drawn)
  A: 7%	B: 5	C: -13%	D: -1%	E: -10%	F: 5%	G: -20%	H: -4%	I: ?
> O=C(O)C1CCCC[C@H]1C(=O)Nc1ncc([N+](=O)[O-])s1 (stereo partly drawn)
  A: 23%	B: .	C: .	D: .	E: 3%	F: -9%	G: ?	H: -13%	I: .
> COc1ccc(Nc2nc3c(S(=O)(=O)c4ccccc4)nnn3c3ccc(Cl)cc23)cc1OC
  A: .	B: -3	C: -1%	D: 0%	E: -4%	F: -1%	G: 12%	H: 0%	I: 2%
> Cc1cccc(C)c1-n1ncc(C(=O)N2CCN(c3ccccn3)CC2)c1C1CCN(C(=O)OC(C)(C)C)CC1
  A: .	B: -8	C: 0%	D: -2%	E: 15%	F: ?	G: -15%	H: -13%	I: -9%
> COc1ccc(CN2CCc3nc(N4CCN(c5ccc(F)cc5)CC4)ncc3C2)c(OC)c1OC
  A: .	B: -8	C: -17%	D: -16%	E: i	F: -12%[60.1 µM]	G: 5%	H: -21%	I: -8%
> CCc1ccc2[nH]c(=O)c(CN(Cc3nnnn3C3CCCC3)C3CCCCC3)cc2c1
  A: 1%	B: 2	C: 17%	D: -7%	E: .	F: -10%	G: 4%	H: -3%	I: 0%
> CCN(CC)c1ccc(/C=N/NS(=O)(=O)c2cccc([N+](=O)[O-])c2)cc1
  A: -9%	B: -3	C: 8%	D: -2%	E: 0%	F: -4%	G: 12%	H: -9%	I: ?
> NS(=O)(=O)c1ccc(CCN=Cc2ccccc2O)cc1
  A: -4%	B: 5	C: 80%	D: 1%	E: i	F: -9%	G: 3%	H: -5%	I: 0%
> CCn1c(SCC(=O)OCc2ccccc2)nnc1-c1ccco1
  A: 11%	B: -8	C: 36%	D: 0%	E: 4%	F: -16%	G: 6%	H: -2%	I: -18%
> Cc1cnc(C(=O)N2CCCC(C(=O)c3ccc(C(F)(F)F)cc3)C2)cn1 (stereo not drawn)
  A: -4%	B: 23	C: 14µM*	D: ?	E: 1%	F: -14%	G: -14%	H: -7%	I: -6%
> N#CC1C(=O)NC(=O)CC12CCCCC2 (stereo not drawn)
  A: .	B: -8	C: .	D: .	E: 2%	F: -13%	G: 160%[activator]	H: -13%	I: .
> O=C(Nc1ccc(S(=O)(=O)NCc2cccnc2)cc1)c1ccco1
  A: 8%	B: 2	C: 7%	D: -1%	E: -10%	F: -2%	G: -12%	H: -10%	I: -12%
> Cc1ccc(-n2ncc3c(N4CCCCC4)ncnc32)cc1
  A: .	B: -12	C: -1%	D: -3%	E: -13%	F: -7%[60.1 µM]	G: 2%	H: -18%	I: -13%
> O=C(Cc1ccc([N+](=O)[O-])cc1)N1CCCc2ccccc21
  A: -3%	B: -3	C: 31%	D: -4%	E: 7%	F: -10%	G: 78%[activator]	H: -19%	I: -22%
> N/C(=N\OC(=O)C12CC3CC(CC(C3)C1)C2)c1ccccn1
  A: -7%	B: -9	C: -26%	D: -4%	E: 8%	F: -3%	G: 116%[activator]	H: -13%	I: ?
> COc1ccc(/C=C(/NC(=O)c2ccccc2)C(=O)N2CCC(C)CC2)cc1
  A: 20%	B: 6	C: 26%	D: -3%	E: -1%	F: -1%	G: 24%	H: -9%	I: 1%
> Cc1cccc(NC(=O)CSc2nc3[nH]ncc3c(=O)[nH]2)c1C
  A: 7%	B: -5	C: 0%	D: -7%	E: i	F: 6%	G: -4%	H: -14%	I: -4%
> Cc1ccc(S(=O)(=O)N2CCCC2)cc1C(=O)NCCOc1ccccc1
  A: 20%	B: -9	C: .	D: .	E: -11%	F: 3%	G: 12%	H: -20%	I: .
> COc1ccc(C(C(=O)NCc2ccccc2)N(Cc2cccnc2)C(=O)c2snc(C(N)=O)c2N)cc1OC (stereo not drawn)
  A: 11%	B: 8	C: 23%	D: -7%	E: -1%	F: -4%	G: -5%	H: -4%	I: -9%
> COc1ccccc1N1CCN(C(=O)NCc2ccc(Cl)cc2)CC1
  A: -23%	B: 11	C: 36%	D: 1%	E: -8%	F: 2%	G: 27%	H: -10%	I: -3%
> Cc1cc(CNC(=O)Cn2nc(C)c([N+](=O)[O-])c2C)c2ccccc2n1
  A: 0%	B: 5	C: 23%	D: -3%	E: -3%	F: -6%	G: 79%[activator]	H: -15%	I: -10%
> CCCN(CC(=O)Nc1ccccc1C)C(=O)c1oc2ccc(OCC)cc2c1C
  A: 13%	B: -2	C: .	D: .	E: 2%	F: -6%	G: 20%	H: -7%	I: .

Just Anesthetic bind and RXFP1 antagonist, for some of the entries so far:
canonical_smiles,Anesthetic bind,RXFP1 antagonist
Cc1oc(-c2ccccc2F)nc1CS(=O)CC(=O)NC1CCCCC1 (stereo not drawn),?,5
COc1ccc(C(C(=O)NCc2ccccc2)N(Cc2cccnc2)C(=O)c2snc(C(N)=O)c2N)cc1OC (stereo not drawn),-9%,8

Complete entries, looked up by structure. Values in the order: APEX1 inh	RXFP1 antagonist	POLB inh	BLM helicase inh	PGK inhibitor	Pol kappa inh	Pol iota inh	POLH inh	Anesthetic bind
Record of Cc1cc(CNC(=O)Cn2nc(C)c([N+](=O)[O-])c2C)c2ccccc2n1 : 0%	5	23%	-3%	-3%	-6%	79%[activator]	-15%	-10%
Record of O=C(Nc1ccc(S(=O)(=O)NCc2cccnc2)cc1)c1ccco1 : 8%	2	7%	-1%	-10%	-2%	-12%	-10%	-12%

Next section.
Field names: A = APEX1 inh; B = RXFP1 antagonist; C = POLB inh; D = BLM helicase inh; E = PGK inhibitor; F = Pol kappa inh; G = Pol iota inh; H = POLH inh; I = Anesthetic bind
> COc1ccccc1-c1ccc2ncnc(NCc3cccnc3)c2c1
  A: 0%	B: .	C: .	D: -5%	E: .	F: -20%[60.1 µM]	G: .	H: .	I: -12%
> O=[N+]([O-])c1ccc(N2CCNCC2)cc1Sc1nc2ccccc2[nH]1
  A: 0%	B: 4	C: -10%	D: -7%	E: i	F: -12%	G: -1%	H: -23%	I: -14%
> CCn1cc(S(=O)(=O)NCc2ccccc2Br)cn1
  A: 16%	B: -8	C: 2%	D: 0%	E: i	F: 6%	G: -10%	H: -22%	I: -1%
> O=C(NC1CC2CCCC(C1)N2C(=O)N1CCCCC1)C1CCCCC1 (stereo not drawn)
  A: 13%	B: 4	C: -15%	D: -2%	E: -3%	F: -8%	G: .	H: -13%	I: -10%
> Nc1cnn(C2OC(CO)C(O)C2O)c(=O)n1 (stereo not drawn)
  A: 11%	B: -3	C: 56%[activator]	D: -1%	E: 3%	F: -7%	G: 96%[activator]	H: 0%	I: -1%
> CSCC[C@H](N)C(=O)N1CCC(C(=O)N[C@H](C(=O)NCc2ccccc2F)C(C)C)CC1
  A: -7%	B: .	C: 34%	D: -3%	E: 7%	F: 3%	G: 4%	H: -25%	I: -4%
> CCC(C)NC(=O)COC(=O)Cc1sc(N)nc1-c1ccc(C)cc1 (stereo not drawn)
  A: 10%	B: -1	C: 8%	D: 1%	E: i	F: -5%	G: 67%[activator]	H: -16%	I: -11%
> COc1ccc2c(c1)nc1n2CN(CC2CCCO2)CN1Cc1ccccc1 (stereo not drawn)
  A: 4%	B: .	C: 11%	D: -1%	E: .	F: .	G: .	H: .	I: -9%
> C/C(=N\NC(=O)CCC(=O)O)c1c(-c2ccccc2)c2cc(Br)ccc2[nH]c1=O
  A: 1%	B: 7	C: -4%	D: -2%	E: -9%	F: -4%	G: 24%	H: -3%	I: 6%
> CCOc1ccc(NC(=S)NNC(=S)Nc2cccc(C(F)(F)F)c2)cc1
  A: -6%	B: ?	C: 17%	D: -8%	E: -2%	F: 0%	G: ?	H: -13%	I: -13%
> CNC(=O)c1ccc(OCc2ccccc2)c(OC)c1
  A: 1%	B: -1	C: -12%	D: -5%	E: -2%	F: -7%	G: ?	H: -13%	I: 2%
> CN1CC2=Cc3ccccc3OC23Oc2ccccc2C=C3C1
  A: 2%	B: -35	C: 1%	D: 0%	E: -2%	F: -20%	G: ?	H: -20%	I: ?
> CN(C)/C=C1\C(=O)NN=C1c1ccccc1
  A: -7%	B: 2	C: -26%	D: -4%	E: -8%	F: 4%[60.1 µM]	G: 35%[activator]	H: -19%	I: -8%
> COc1ccc(CCNC(=O)C2CCN(S(=O)(=O)c3ccc(C)cc3)CC2)cc1OC
  A: 36%	B: 11	C: -1%	D: 6%	E: -2%	F: -5%	G: -5%	H: -5%	I: -11%
> Cc1ccc(S(=O)C(c2ccccc2)c2ccccc2)cc1 (stereo not drawn)
  A: .	B: -28	C: .	D: .	E: 9%	F: -2%	G: 75%[activator]	H: -9%	I: .

3 entries out of the list, ordered by heavy-atom count, ascending.
Field names: A = APEX1 inh; B = RXFP1 antagonist; C = POLB inh; D = BLM helicase inh; E = PGK inhibitor; F = Pol kappa inh; G = Pol iota inh; H = POLH inh; I = Anesthetic bind
> CN1CC2=Cc3ccccc3OC23Oc2ccccc2C=C3C1
  A: 2%	B: -35	C: 1%	D: 0%	E: -2%	F: -20%	G: ?	H: -20%	I: ?
> COc1ccccc1-c1ccc2ncnc(NCc3cccnc3)c2c1
  A: 0%	B: .	C: .	D: -5%	E: .	F: -20%[60.1 µM]	G: .	H: .	I: -12%
> COc1ccc2c(c1)nc1n2CN(CC2CCCO2)CN1Cc1ccccc1 (stereo not drawn)
  A: 4%	B: .	C: 11%	D: -1%	E: .	F: .	G: .	H: .	I: -9%

Bioassay records: PubChem, National Center for Advancing Translational Sciences (NCATS)

Not all compounds are listed. The share of hits here may be higher or lower than overall.
